# High-throughput results deposited in PubChem by several laboratories.
# KLF5 inhibitor: inhibitors of KLF5 expression; DLD-1 KLF5 promoter-luciferase reporter, luminescence; inhibition, % at 5 µM; hit rate 0.23% among 290,000;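 active = inhibition above a per-plate limit of that plate's mean compound inhibition plus 3 SD, cut at about 60% in these data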;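 also: 0% = DMSO wells and 100% = LY294002 at 200 µM; higher means less KLF5 promoter-driven luciferase light; inactives centre near -14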
# aSyn 5UTR inh: 5' untranslated region of α-synuclein, MLPCN primary screen; AID 1813; hit rate 0.82% among 300,000; inhibition, % (tested at 7.5 µM); alpha-synuclein 5'UTR reporter, inhibitor activity; in the data active = inhibition above about 60%; inconclusive = no clear call, values can overlap the other calls;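 also: H4 neuroglioblastoma cells stably carrying SNCA 5'UTR luciferase fusion; 0% = DMSO wells and 100% = positive control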
# HSP90 refold inh: HSP90 refolding inhibition in rabbit reticulocyte lysate; luciferase refolding luminescence, 3 h; inhibition, % at 5.6 µM; hit rate 0.91% among 290,000; AID 1789;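 active = inhibition above the screen-wide mean plus 3 SD, computed separately per campaign, cut at about 16% in these data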;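 also: 0% = DMSO wells and 100% = 60 µM geldanamycin wells; inhibitors lower the luminescence because luciferase stays unfolded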
# HIF act: HIF pathway transcriptional activation; U2OS HRE-luciferase reporter, luminescence; normalized: DMSO 0%, desferrioxamine 100%; activation, % at 7.5 µM (by protocol); hit rate 0.32% among 300,000; AID 1910;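 active = mean activation of at least 10% of the iron chelator positive control signal, with at least half of replicates also reaching 10%; inconclusive = mean and replicate majority disagree about reaching 10%; inactive = mean and most replicates under 10%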
# HSF1 inh: HSF1 inhibition | activity change, negative = inhibition, % at 7.5 µM (by protocol) | NIH3T3-HGL HSE-luciferase, MG132-induced, luminescence 8 h; stronger effect = lower value | hit rate 0.77% among 300,000;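 active = more than half of replicate wells show activity change below -50%, luminescence cut by over half; inconclusive = some wells, but at most half, below -50%; inactive = no replicate well below -50%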;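 also: luciferase reports HSF-1 transcriptional activity via heat shock element; 0% = median of DMSO wells and -100% = zero luminescence signal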
# Platelet DG rel: platelet dense granule release activity; human platelet-rich plasma, SFLLRN dense granule ATP release, luminescence; inhibition, %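 (compounds screened at 7.5 µM in platelet-rich plasma)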; hit rate 0.22% among 300,000; AID 1663;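 active = mean replicate score, as percent of positive control, at or above 50; inconclusive = mean below 50 but at least one replicate at or above 50; inactive = mean and every replicate below 50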
# SKKanGAS inh: SKKanGAS growth inhibition | AID 1662 | inhibition, % at 7.5 µM | hit rate 1.3% among 300,000 | S. pyogenes SKKanGAS, kanamycin growth, BacTiter-Glo, 6 h;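 active = mean replicate score, as percent of positive control median, at least 50; inconclusive = mean below 50 but one replicate at or above 50; inactive = mean and every replicate below 50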;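 also: strain carries kanamycin resistance gene driven by streptokinase promoter and grows in 40 µg/ml kanamycin; loss of luminescence reflects streptokinase promoter inhibition or plain growth inhibition; 0% = median of DMSO wells and 100% = positive control at its reference dose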
# AI-2 QS modul: modulators of Vibrio harveyi AI-2 quorum sensing system; activity change, % at 7.5 µM; AID 2094; hit rate 0.4% among 300,000; Vibrio harveyi JMH597 AI-2 luminescence/OD600 ratio, 9 h; stronger effect = lower value; strain lacks LuxN and CqsS sensors; 0 = neutral-control median; in the data active = activity change below about -75%, passing the limit was not always enough; inconclusive = no clear call, values can overlap the other calls;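 also: luminescence divided by OD600 gain over 9 h not by final OD600 alone; inactives centre near 13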
# HSF-1 act: increases HSF-1 driven luciferase reporter signal | hit rate 1.7% among 300,000 | activation, % at 9 µM | NIH3T3-HGL HSF-1 luciferase reporter, MG132, 8 h; 100% = twice DMSO control signal | AID 504408;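 active = mean replicate activation of at least 50% with a set share of replicates each reaching 50%; inconclusive = only one of those two conditions met; inactive = mean below 50% and too few replicates reaching it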;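 also: 0% = median of the neutral control wells and 100% = twice that signal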
# IEC-6 tox: counter-screen for KLF5 inhibitors: cytotoxicity in IEC-6 cells | IEC-6 cytotoxicity, luminescence viability | inhibition, % at 5 µM | hit rate 0.78% among 290,000; in the data active = inhibition above about 22%;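 also: 0% = plate median of test compound wells and 100% = cytotoxic reference compound wells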
# * marks the source's active call; other numbers are inactive results; ? = inconclusive; nt = no result given. This is a random part of the collection. About 6% of those tested had a hit in this group.
(1) COc1ccc(Cc2nnc(NC(=O)C3CC(=O)N(c4ccccc4)C3)s2)cc1OC (configuration not stated)
(2) NC(=O)c1nsc(C(=O)N(c2ccccc2F)C(C(=O)NCc2ccccc2)c2ccc(O)cc2)c1N (configuration not stated)
(3) CC(C)C(NC(=O)c1ccccc1F)C(=O)Nc1nccs1 (configuration not stated)
(4) O=C(NCc1ccccn1)C(F)(F)C(F)(F)C(=O)NCc1ccccn1
(5) C=C(C)c1cccc(C(C)(C)NC(=O)N2CCN(c3ccc(OC)cc3)CC2)c1
(6) CCSc1cc(C2C(C#N)=C(N)OC(C)=C2C(=O)OC)c(C)o1 (configuration not stated)
(7) CCn1cc(CN2CCC(n3nccc3NC(=O)CCOc3ccccc3)CC2)c(C)n1
(8) COc1cccc(NC(=O)CN(C)C(=O)CNC(=O)c2ccccc2F)c1
compound no.	1	2	3	4	5	6	7	8
KLF5 inhibitor	2	10	0	-6	-8	-12	-27	-11
aSyn 5UTR inh	10	34	7	-13	14	5	5	4
HSP90 refold inh	2	-1	-1	-1	3	0	4	-3
HIF act	0.6	-0.8	-0.4	0.2	0.1	-19	0.1	1.1
HSF1 inh	-4	-28	-6	-1	-7	4	3	-6
Platelet DG rel	5	1	0	1	-3	-7	-4	0
SKKanGAS inh	2	6	0	-2	0	0	-4	1
AI-2 QS modul	0	28	40	18	20	30	6	14
HSF-1 act	2	-28	-8	9	-16	1	-7	2
IEC-6 tox	-1	0	-1	1	-3	-4	2	0

# Three entries drawn at random from the list so far:
(2) NC(=O)c1nsc(C(=O)N(c2ccccc2F)C(C(=O)NCc2ccccc2)c2ccc(O)cc2)c1N (configuration not stated)
(1) COc1ccc(Cc2nnc(NC(=O)C3CC(=O)N(c4ccccc4)C3)s2)cc1OC (configuration not stated)
(6) CCSc1cc(C2C(C#N)=C(N)OC(C)=C2C(=O)OC)c(C)o1 (configuration not stated)
compound no.	2	1	6
KLF5 inhibitor	10	2	-12
aSyn 5UTR inh	34	10	5
HSP90 refold inh	-1	2	0
HIF act	-0.8	0.6	-19
HSF1 inh	-28	-4	4
Platelet DG rel	1	5	-7
SKKanGAS inh	6	2	0
AI-2 QS modul	28	0	30
HSF-1 act	-28	2	1
IEC-6 tox	0	-1	-4

# Later entries
(9) CCN(CC)c1ccc(/C=N/NC(=O)CNC(=O)/C=C/c2ccco2)cc1
(10) N#CCCN(CCC#N)C(=S)NC1CC2C=CC1C2 (configuration not stated)
(11) COc1ccc(CN2C(=O)c3cccnc3C2=O)cc1S(=O)(=O)N1CCCCC1C (configuration not stated)
(12) Cc1nc(SCC(=O)NCc2ccco2)c2c3c(sc2n1)CCCC3
(13) COC(=O)[C@H]1[C@H](CCc2ccccc2)NC(=O)N(Cc2ccccc2)[C@@H]1C
(14) COc1cc(OC)nc(NC(=O)CSc2nnc(-c3ccccc3)n2C2CCCCC2)n1
(15) CC1CCCN(C(=O)COC(=O)c2ccc3[nH]c4c(c3c2)CCCC4)C1 (configuration not stated)
(16) CCN1CCN(c2ccc(S(=O)(=O)N3CCCCC3)cc2NC(=O)COc2ccc(Cl)c(C)c2)CC1
compound no.	9	10	11	12	13	14	15	16
KLF5 inhibitor	-15	6	-4	-8	nt	-28	nt	-15
aSyn 5UTR inh	13	-15	1	-11	0	-14	-59	24
HSP90 refold inh	-4	3	-6	5	nt	-2	nt	-4
HIF act	0.4	-0.2	-0.2	0.1	-0.6	0.3	2.6	-1.1
HSF1 inh	-2	-1	-8	11	3	-3	0	0
Platelet DG rel	-1	4	6	4	-5	?	-2	-1
SKKanGAS inh	2	-6	-2	16	73*	-4	-1	5
AI-2 QS modul	11	18	20	-2	15	3	30	24
HSF-1 act	6	-4	-1	14	12	-1	24	-5
IEC-6 tox	-3	-3	-6	10	nt	-2	nt	5

(17) CC(NC(=O)CCC1COc2ccccc2O1)c1ccccc1 (configuration not stated)
(18) Oc1c(Br)cc(Br)cc1CNc1ccc(F)cc1
(19) O=S(=O)(c1ccc(Br)cc1)c1nc(-c2ccco2)oc1NCC1CCCO1 (configuration not stated)
(20) Cc1oc(-c2cccc(Cl)c2)nc1CN1CCC(C(=O)NCCCN2CCCC2=O)CC1
(21) Cc1cc(=O)oc2cc(OCCc3ccccc3)ccc12
(22) CSc1ccc(S(=O)(=O)NC(C)c2ccccc2)cc1 (configuration not stated)
(23) CC(=O)Nc1ccc(N2CCc3c(C)c(C#N)c4nc5ccccc5n4c32)cc1
(24) c1ccc(C2=NC(c3ccccc3)N=C(c3ccccc3)N2)cc1
compound no.	17	18	19	20	21	22	23	24
KLF5 inhibitor	-11	10	-32	-1	-132	-21	-26	-24
aSyn 5UTR inh	8	8	19	9	-50	23	-4	18
HSP90 refold inh	2	-3	-4	11	-3	-2	-5	3
HIF act	0.6	0.2	-0.4	-0.3	5.2	0.1	4.4	0.1
HSF1 inh	8	-3	-15	-12	25	-7	-1	1
Platelet DG rel	1	1	4	2	-9	-2	8	-4
SKKanGAS inh	3	?	0	-5	3	-2	8	-1
AI-2 QS modul	12	11	22	4	-9	13	24	-1
HSF-1 act	13	13	2	-18	50	-5	-10	1
IEC-6 tox	1	0	-1	-3	44*	-3	5	7

(25) COc1ccc(N(CC(=O)NCCSCc2ccc(C)cc2)S(=O)(=O)c2ccccc2)cc1
(26) CCC(=O)N1CCc2cc(Br)cc(S(=O)(=O)N3CCC(C(=O)NCCCOC(C)C)CC3)c21
(27) CC(=O)Nc1ccc(S(=O)(=O)N2CCN=C2C)cc1
(28) Cc1c(C)c(C)c(/C=[N+](/C)[O-])c(C)c1C
(29) N#C/C(=C/c1ccc(Cl)cc1)NC(=O)c1ccccc1
(30) CNC(=O)CCCN1C(=O)c2ccccc2Sc2ncccc21
(31) CSCc1ccc(C(=O)NCc2ccc(F)cc2)cc1
(32) COc1ccc(S(=O)(=O)N(C)CC(=O)NCCC2=CCCCC2)cc1OC
compound no.	25	26	27	28	29	30	31	32
KLF5 inhibitor	-2	-12	-17	-22	-34	-18	-16	-40
aSyn 5UTR inh	9	-1	15	9	-41	-12	3	1
HSP90 refold inh	3	2	-1	-4	0	3	-2	3
HIF act	0.3	-24	0.1	0.3	0.4	0.3	1.0	-0.5
HSF1 inh	9	16	-2	-1	6	4	4	-4
Platelet DG rel	-5	-1	1	-9	-1	1	5	7
SKKanGAS inh	1	-1	0	10	4	0	-14	-1
AI-2 QS modul	6	nt	8	29	6	23	0	4
HSF-1 act	-1	28	-6	1	-7	31	11	9
IEC-6 tox	1	-1	0	2	4	0	6	-5

(33) O=C(Nc1ccc(OC(F)(F)C(F)F)c(NC(=O)c2ccc(F)cc2)c1)c1ccc(F)cc1
(34) Cc1nnc(NC(=O)c2ccc(F)c(S(=O)(=O)N3CCCCC3)c2)s1
(35) COc1ccccc1CNC(=O)COC(=O)C1=COCCO1
(36) Cn1c(CCN2CCCCC2)nc2cc(NC(=O)C3CCCCC3)ccc21
(37) COc1cccc2c1CCc1c-2nc2ccccc2c1C(=O)O
(38) Cc1ccc(S(=O)(=O)Nc2ccc3[nH]ccc3c2)cc1
(39) Cc1ccc(N/C=C(/C#N)c2ccsc2)cc1
(40) CC1(C)CC(=O)C=C(NCC(=O)O)C1
compound no.	33	34	35	36	37	38	39	40
KLF5 inhibitor	-19	-21	-21	-27	-76	-43	-117	-8
aSyn 5UTR inh	-34	-17	16	-3	-37	0	-175	18
HSP90 refold inh	1	0	-4	6	5	-6	-4	-1
HIF act	0.7	0.1	-0.2	0.0	5.0	-1.4	1.8	-0.4
HSF1 inh	5	0	-2	11	7	4	26	-7
Platelet DG rel	3	0	3	-2	-2	8	35	15
SKKanGAS inh	12	-5	4	-5	3	1	2	2
AI-2 QS modul	29	23	23	9	12	44	?	16
HSF-1 act	1	3	9	34	31	40	53*	5
IEC-6 tox	8	-2	-2	5	-1	0	1	3

(41) Cc1sc2c(c1C)C(O)=C(C(=O)Nc1ccccc1)S(=O)(=O)N2C
(42) CCS(=O)(=O)N1Cc2ccccc2CC1C(=O)Nc1ccc(OC)cc1 (configuration not stated)
(43) COc1ccc(/C=N/OC(=O)Nc2ccc(Cl)cc2)c(OC)c1
(44) CC(C)c1ccc(NC(=O)c2cccc(NC3=NC4CS(=O)(=O)CC4S3)c2)cc1 (configuration not stated)
(45) COc1ccc2oc(=Nc3ccccc3)c(-c3nc4ccccc4[nH]3)cc2c1
(46) CCOC(=O)N1CCN(C(=O)c2cccc(NC(=O)c3ccco3)c2)CC1
(47) CCN1C(=S)N[C@@H](CCc2ccccc2)[C@H](C(=O)OC)[C@H]1C
(48) Cc1ccc2c(c1)N(CC(=O)NCC1CCCO1)C(=O)CO2 (configuration not stated)
compound no.	41	42	43	44	45	46	47	48
KLF5 inhibitor	2	-8	17	-15	-4	-5	1	-21
aSyn 5UTR inh	-29	-49	-27	-26	-51	2	13	11
HSP90 refold inh	-2	-2	-1	3	-2	1	1	-4
HIF act	0.4	1.6	1.7	0.9	5.4	-0.5	-0.4	-0.5
HSF1 inh	5	-6	17	2	30	-8	-3	8
Platelet DG rel	-5	2	0	-3	15	6	3	-2
SKKanGAS inh	0	20	-5	-1	7	-6	2	3
AI-2 QS modul	39	22	18	25	31	25	12	16
HSF-1 act	41	5	27	9	45	12	-1	-3
IEC-6 tox	7	-13	-2	0	6	-5	6	-7

(49) COc1cccc(-n2cnc3sc(-c4ccccc4)cc3c2=O)c1
(50) CC(=O)c1cnc(N(C)C)s1
(51) COc1ccc(-c2[nH]c(-c3ccc(C)cc3)nc2SCC(=O)NCc2ccco2)cc1OC
(52) Cc1ccccc1CSCC(=O)NCc1ccco1
(53) O=C(COC(=O)C1CCN(c2ccc(C(F)(F)F)cn2)CC1)NCc1ccc(Cl)cc1Cl
(54) Cc1ccccc1C(=O)NC1CCN(Cc2nnnn2CCc2ccccc2)CC1
(55) CC(=O)N1c2ccc(N=Cc3cc(Br)cc(Br)c3O)cc2CC1C (configuration not stated)
(56) Cc1nc(C(C)N(C)Cc2nc(-c3ccc4c(c3)OCO4)no2)c(C)s1 (configuration not stated)
(57) N#Cc1cc2c(nc1SCc1cccc(Cl)c1)CCCCC2
(58) COc1cccc(C(CNC(=O)C(c2ccccc2)c2ccccc2)N(C)C)c1 (configuration not stated)
compound no.	49	50	51	52	53	54	55	56	57	58
KLF5 inhibitor	nt	-39	-16	-12	nt	-31	-21	-55	-12	3
aSyn 5UTR inh	-184	-9	-1	-3	3	-6	1	-53	31	-6
HSP90 refold inh	nt	4	-2	3	nt	1	-2	-2	3	-1
HIF act	1.9	0.0	-0.1	0.5	-1.6	-0.2	-1.0	0.9	-0.8	0.1
HSF1 inh	24	-11	3	4	6	nt	-22	-2	-15	15
Platelet DG rel	0	-4	4	-5	-8	-7	-2	0	0	0
SKKanGAS inh	-10	-1	20	-6	-20	nt	6	25	36	1
AI-2 QS modul	-2	-3	21	13	5	24	7	9	17	22
HSF-1 act	54*	-2	8	-11	-2	nt	-29	13	-1	46
IEC-6 tox	nt	0	-5	0	nt	1	0	-3	4	-2
